Assay outcomes (PubChem)
CCR6 antagonist – CCR6 receptor antagonists, primary screen, cell-based, CHO-K1, luminescence, beta-arrestin, uHTS | actives 0.49% (n = 340,000) | CHO-K1 CCR6 PathHunter beta-arrestin, CCL20-stimulated | inhibition, % at 20 µM;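 active = compounds whose inhibition of the agonist-driven luminescence signal at 20 µM reaches about 50%, limit read from the data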;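 note: cells stimulated with CCL20 at 14 nM final; plate controls were DMSO with CCL20 for no effect and DMSO without agonist for full effect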
Target sequence (P51684 whole entry, looked up): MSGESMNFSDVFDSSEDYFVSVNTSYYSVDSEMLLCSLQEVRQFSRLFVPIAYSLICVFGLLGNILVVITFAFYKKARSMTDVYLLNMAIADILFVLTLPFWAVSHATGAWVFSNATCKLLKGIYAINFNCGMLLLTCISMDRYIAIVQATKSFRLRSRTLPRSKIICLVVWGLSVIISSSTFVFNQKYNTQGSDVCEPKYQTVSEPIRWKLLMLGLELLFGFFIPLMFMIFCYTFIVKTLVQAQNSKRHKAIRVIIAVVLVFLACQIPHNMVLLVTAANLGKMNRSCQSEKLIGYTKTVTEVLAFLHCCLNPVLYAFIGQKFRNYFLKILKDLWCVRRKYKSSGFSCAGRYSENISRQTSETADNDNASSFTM
UBC13 inh – UBC13 polyubiquitin chain formation inhibitors, primary screen, biochemical, TR-FRET, uHTS; Ubiquitin-conjugating enzyme E2 N (Homo sapiens), P61088; inhibition, % at 20 µM; actives 0.47% (n = 330,000); AID 485273, 2010; in the data active = inhibition above about 45%, passing the limit was not always enough
Target sequence (P61088 whole entry, looked up): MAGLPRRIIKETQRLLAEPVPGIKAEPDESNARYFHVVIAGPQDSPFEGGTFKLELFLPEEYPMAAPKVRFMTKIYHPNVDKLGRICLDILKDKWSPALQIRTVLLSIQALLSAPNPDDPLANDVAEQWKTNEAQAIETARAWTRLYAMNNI
APJ ag – agonists of human apelin receptor APJ, primary screen, CHO-K1 cells, PathHunter beta-arrestin, luminescence. actives 0.11% (n = 330,000). 0% DMSO wells, 100% apelin. activation, % at 20 µM. AID 2520, 2010. P35414;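 active = activation more than six SD over the plate average, tested at 20 µM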;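 note: 0% = DMSO alone and 100% = apelin-13 at 10 nM; some results filed as inactive read as strong as hits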
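Material: CHO-K1 APJ beta-arrestin complementation cell line; Input: cell density 1000 per well; Incubation: compound stimulation 90 min at 25 °C, detection 60 min; Signal: luminescence from split beta-galactosidase complementation, Galacton Star/Emerald II substrate; Controls: DMSO-only wells as negative, 10 nM Apelin-13 as positive control.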
CXCR6 block – CXCR6 receptor inhibitors, primary screen, cell-based, beta-arrestin, luminescence, CHO-K1 PathHunter, 1536-well | C-X-C chemokine receptor type 6 (Homo sapiens), O00574 | inhibition, % at 20 µM | actives 0.36% (n = 360,000) | AID 602244, 2012; in the data active = inhibition above about 34%, passing the limit was not always enough;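 note: antagonist mode with CXCL16 agonist at 10 nM final; 0% = 10 nM CXCL16 with DMSO and 100% = unstimulated wells without agonist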
EBI2 block – EBI2 receptor antagonists, beta-arrestin recruitment, primary screen, cell-based, luminescence, 7a,25-OHC stimulation, uHTS; actives 0.81% (n = 360,000); inhibition, % at 5 µM; G-protein coupled receptor 183 (Homo sapiens), P32249; 7a,25-OHC stimulated; AID 651636, 2012; in the data active = inhibition above about 38%;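 note: enzyme fragment complementation signal reports receptor beta-arrestin coupling in cells; 0% = agonist plus DMSO wells and 100% = wells without agonist; some results beyond the cut were filed as inactive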
Target sequence (P32249 whole entry, looked up, the tested form may be a part): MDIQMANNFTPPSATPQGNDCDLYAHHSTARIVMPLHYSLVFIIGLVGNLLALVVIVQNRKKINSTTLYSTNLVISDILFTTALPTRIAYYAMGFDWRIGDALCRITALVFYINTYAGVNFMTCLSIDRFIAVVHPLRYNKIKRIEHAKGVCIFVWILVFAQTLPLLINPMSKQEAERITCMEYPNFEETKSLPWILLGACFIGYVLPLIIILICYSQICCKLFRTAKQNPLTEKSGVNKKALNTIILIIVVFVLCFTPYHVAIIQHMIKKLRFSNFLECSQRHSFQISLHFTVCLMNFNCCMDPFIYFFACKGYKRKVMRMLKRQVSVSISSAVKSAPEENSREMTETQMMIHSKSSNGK
APJ antagonist – antagonists of human apelin receptor APJ, primary screen, CHO-K1 cells, beta-arrestin complementation, luminescence. AID 2521, 2010. actives 0.32% (n = 330,000). inhibition, % at 20 µM;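 active = inhibition above about 40% at 20 µM, limit read from the data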;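 note: cells challenged with 10 nM apelin-13 agonist together with compound; plate controls were apelin-13 plus DMSO wells for no effect and DMSO wells lacking apelin-13 for full effect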
Gli-Sufu antag – Gli-Sufu pathway antagonists, primary screen, luciferase luminescence, Sufu-KO-LIGHT cells, uHTS. inhibition, % at 5 µM. actives 0.74% (n = 340,000). AID 588413, 2011. Sufu-KO-LIGHT fibroblasts, Gli luciferase reporter luminescence;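 active = inhibition above about 55%, limit read from the data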;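 note: 0% = DMSO-treated cells and 100% = wells with medium but no cells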
ATG4B inh – ATG4B protease inhibitors, primary screen, biochemical, fluorescence, uHTS; Cysteine protease ATG4B (Homo sapiens), Q9Y4P1; ATG4B cleavage of LC3-PLA2, NBD-HPC fluorescence, 1 h; AID 504462, 2011; actives 0.51% (n = 340,000); inhibition, % at 8.33 µM; in the data active = inhibition above about 40%
* marks the source's active call; other numbers are inactive results; & = joins results of further samples.

Every second line gives: CCR6 antagonist | UBC13 inh | APJ ag | CXCR6 block | EBI2 block | APJ antagonist | Gli-Sufu antag | ATG4B inh
- Cc1ccc2ccc(S(=O)(=O)NCc3ccccn3)cc2c1
→ 6 | 1 | 4 | 4 | 4 | 18 | -28 | -5
- COc1ccccc1C(c1nnnn1CC1CCCO1)N1CCC(C(N)=O)CC1 (centres undefined)
→ -20 | 9 | -4 | -7 | -4 | 12 | 0 | 0
- O=C(CSc1c(F)c(F)cc(F)c1F)Nc1ccc(C2SCCS2)cc1
→ 15 | -3 | 0 | -8 | 1 | -3 | -6 | 1
- Cc1cc(C)c(S(=O)(=O)N2CCC(C(=O)OCc3c(C)noc3C)CC2)c(C)c1
→ 19 | 8 | -2 | 8 | -4 | 23 | -3 | -4
- Cc1ccc(S(=O)(=O)NC(CC(C)C)C(=O)N2CCN(C/C=C/c3ccccc3)CC2)cc1 (centres undefined)
→ -2 | 8 | -2 | -2 | 28 | -4 | 12 | -4
- CC(=O)/C(N=Nc1ccc(OC(F)(F)F)cc1)=C(\C)O
→ 4 | 3 | -4 | -5 | 1 | 12 | 4 | 1
- O=C(CN1CCN(Cc2ccccc2F)C1=O)NCc1cccnc1
→ -4 | 7 | -2 | -4 | -5 | 15 | 2 | -12
- CCOC(=O)c1cnn(-c2ccccc2)c1-n1cccc1
→ -2 | 4 | -4 | 10 | -16 | 10 | -3 | -6
- Cc1ccc(C)c(NC(=S)NC(=O)c2cncc(Br)c2)c1
→ 31 | 6 | -6 | 19 | -4 | 24 | -18 | 5
- CNS(=O)(=O)c1cccc(C(=O)OCC(=O)Nc2ccc(N3CCCCC3)cc2)c1
→ 2 | -9 | -1 | 7 | -5 | 6 | -5 | 1
- CC(=O)OCc1c(F)c(F)c(-n2nc(C)cc2C)c(F)c1F
→ -2 | -2 | -1 | -6 | 1 | 5 | 0 | 6
- Cc1cccc(Cc2ncc(C(F)(F)F)cc2Cl)c1
→ 9 | 2 | 0 | -4 | 9 | 18 | 3 | 6
- CC(=O)/C=C/c1ccc2ccccc2n1
→ 24 | -12 | -3 | 13 | -3 | -1 | 6 | 3
- Cn1c(=O)c2c(ncn2CC(=O)N2CCN(c3ccc([N+](=O)[O-])cc3)CC2)n(C)c1=O
→ 2 | -4 | -3 | 0 | -4 | -6 | 0 | 0
- COc1ccccc1N(C)S(=O)(=O)c1ccc(Cl)c(C(=O)NCC2(N(C)C)CCCCC2)c1
→ 11 | 2 | 0 | 6 | 0 | 10 | 18 | -7

Following part.
Every second line gives: CCR6 antagonist | UBC13 inh | APJ ag | CXCR6 block | EBI2 block | APJ antagonist | Gli-Sufu antag | ATG4B inh
- Cc1ccc(Cl)cc1NC(=S)N(CCCN1CCN(C)CC1)Cc1cccs1
→ 7 | -11 | -1 | 7 | 29 | -21 | 2 | -9
- C=CCOC(=O)C1=C(C)NC(SCC(=O)N(CC)CC)=C(C#N)C1c1ccco1 (centres undefined)
→ -1&12 | -13 | -3 | 0&-1 | 3&7 | 11 | 6&1 | 2&6
- O=C(NC(O)C(=O)c1cccs1)c1cccnc1 (centres undefined)
→ 25 | 3 | -7 | 7 | 10 | 50* | -8 | -4
- CCCCOc1ccc(-c2nc(=S)[nH][nH]2)cc1
→ 15 | -2 | -1 | -12 | 10 | -5 | -14 | -3
- Cc1ccc(C(=O)NNC(=O)Cc2nc3nc(C)cc(C)n3n2)cc1
→ 9 | -2 | -3 | 2 | -6 | -7 | -7 | 9
- COc1ccc(C(CC(=O)Nc2cc(OC)cc(OC)c2)n2cccc2)cc1 (centres undefined)
→ 18 | 7 | 4 | -20 | 17 | -54 | 8 | -3
- O=[N+]([O-])c1ccc(/C=N/N2CCN(Cc3ccccc3)CC2)cc1
→ 15 | -11 | 0 | -8 | -3 | -6 | 18 | -5
- CCOC(=O)c1cc2nc(Nc3ccc(OC)cc3)sc2s1
→ 8 | 14 | 2 | -2 | 4 | 6 | -4 | -4
- S=C(NCc1ccccc1)NCc1cccc(Cl)c1
→ 13 | 5 | -2 | -4 | 4 | -29 | 7 | 64*
- CC(C)C(=O)NC(=S)Nc1ccccc1C(=O)NC1CCCCC1
→ 14 | 16 | -3 | 8 | 5 | 17 | 3 | 5
- Cc1oc2ccc(O)cc2c1C(=O)c1ccc(Br)cc1
→ 1 | -9 | -2 | -17 | 9 | -9 | -3 | -3
- CCc1c(O)nc(SCC(=O)Nc2ccccc2C)[nH]c1=O
→ -7 | 6 | -5 | -5 | -6 | 22 | -2 | -2
- CCC(C)NC(=O)Nc1ccccc1C (centres undefined)
→ -2 | 6 | -3 | -5 | -9 | -8 | 8 | 9
- CCCN(CCC)C(=O)C1CC(=O)OC12CCOC(C)(C)C2 (centres undefined)
→ -8 | 4 | 1 | -7 | 5 | -3 | -1 | 10
- O=c1c(C=NCc2cccnc2)c(C(F)(F)F)[nH]n1-c1nc2ccccc2s1
→ 14 | -2 | -4 | 9 | 6 | 14 | 30 | -5

Additional entries follow:
Every second line gives: CCR6 antagonist | UBC13 inh | APJ ag | CXCR6 block | EBI2 block | APJ antagonist | Gli-Sufu antag | ATG4B inh
- Cc1[nH]c2ccccc2c1C(=O)C(=O)Nc1ccc2c(c1)OCCO2
→ 1 | -3 | 2 | 4 | 2 | 4 | -59 | -13
- CCC(CC)c1nnc(NC(=O)CN2C(=O)C3C4C=CC(C4)C3C2=O)s1 (centres undefined)
→ -25 | 3 | -2 | 0 | 5 | 14 | 5 | -6
- O=C(CSc1nnc(Cc2ccccc2)o1)Nc1cccc(F)c1
→ 4 | -4 | 1 | 3 | 0 | -20 | 16 | -2
- Cc1cc(C(=O)N(C)C2CCCCC2)no1
→ 10 | 2 | -4 | -20 | -8 | 2 | 3 | 5
- CCCSc1nnc(CSc2nc3nc(C)cc(C)n3n2)o1
→ 8 | 7 | -5 | -11 | -19 | -1 | 4 | -9
- Cc1nnc2sc(-c3ccc(-c4ccc(Cl)c(C(F)(F)F)c4)o3)nn12
→ -1 | 18 | -1 | -6 | -16 | 7 | 37 | -4
- COc1ccc2c(c1)OC[C@H]1[C@H]2N2C(=O)[C@H](C)NC(=O)[C@@]2(C)[C@H]1c1ccccc1
→ 6 | 0 | -2 | -1 | -1 | 4 | 2 | -15
- CC1CCN(CC(=O)Nc2cc(C(F)(F)F)ccc2Cl)CC1
→ 8 | 0 | -1 | -12 | -10 | -6 | 1 | -5
- COC(=O)c1cn(NC(=O)Cn2nc([N+](=O)[O-])c(Br)c2C)c(=O)c2ccccc12
→ -3 | -15 | -1 | -6 | 8 | -3 | 2 | -2
- Cc1nn(-c2ccccc2)c(N2CCCC2)c1/C=N/Nc1ccc(S(N)(=O)=O)cc1[N+](=O)[O-]
→ 35 | -73 | -4 | 29 | 6 | 18 | 28 | -4
- O=C(Cn1nc(C(=O)O)c2ccccc2c1=O)Nc1cc(S(=O)(=O)N2CCOCC2)ccc1Cl
→ 5 | 0 | -9 | 2 | -2 | 2 | -1 | 7
- O=S(=O)(NCCN1CCOCC1)c1cccc(C(F)(F)F)c1
→ 26 | -5 | 1 | -7 | 8 | -34 | -11 | 5
- Cc1cccc(NC(=O)c2ccc(C(=O)Nc3cccc(C)c3)nc2)c1
→ -2 | 7 | 5 | -4 | 9 | 3 | 13 | -3
- Cc1ccc(NC(=O)c2ccc3c(=O)n4c(nc3c2)CCCCC4)nc1
→ 10 | -1 | 7 | -7 | 8 | -7 | -41 | 2
- C=CCc1c(C)[nH]c(=S)c(C#N)c1C
→ -1 | 0 | 2 | 7 | 4 | -49 | 3 | -6

Next results.
Every second line gives: CCR6 antagonist | UBC13 inh | APJ ag | CXCR6 block | EBI2 block | APJ antagonist | Gli-Sufu antag | ATG4B inh
- CCOC(=O)C1=C(C)NC(=S)NC1c1ccc(OCC(=O)N2CCCCCC2)cc1 (centres undefined)
→ 2 | -17 | 0 | 6 | -11 | -19 | -17 | 0
- O=C(COc1ccc2c3c(c(=O)oc2c1)CCCC3)NCCCN1CCCC1=O
→ 7 | 10 | -4 | 7 | 5 | 19 | -9 | -6
- Cc1cc(Cl)ccc1C(=O)C1CCCN(C(=O)c2n[nH]c3c2CCCC3)C1 (centres undefined)
→ 12 | 6 | -4 | -12 | 5 | 3 | 6 | -10
- C/C(=N\Nc1nc(C)cc(-c2ccccc2)n1)c1ccc(F)cc1
→ 18 | -4 | -1 | -8 | 3 | 10 | 4 | -1
- O=C(Cc1ccc(S(=O)(=O)N2CCCC2)s1)Nc1nc2c(s1)CCCC2
→ -17 | -3 | 0 | -4 | -13 | 7 | 0 | -11
- CSC1=NCCN1C(=O)COc1ccccc1
→ 4 | 4 | -5 | -6 | -3 | -2 | -2 | 2
- COc1ccc(CCc2nnc(NS(C)(=O)=O)s2)cc1
→ 2 | -7 | -1 | 1 | 3 | -7 | 5 | 2
- COc1ccc(C2=Nn3c(nnc3-c3ccco3)SC2)cc1
→ -14 | 0 | -3 | 18 | 11 | 14 | 10 | -5
- Cc1nc2ccccc2c(=O)n1CCCn1ccnc1
→ 2 | 9 | 3 | 2 | 0 | 6 | -4 | -8
